FID counter: compounds displacing fluorescent DNA intercalator, primary screen, artefact control for HCV NS3 helicase inhibitor project, biochemical, FID fluorescence; DNA fluorescent intercalator displacement; inhibition, % at 7.9 µM; hit rate 0.17% among 290,000; in the data active = inhibition above about 37%;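 also: 0% = vehicle and 100% = reference compound; higher means more ethidium bromide displaced from hairpin DNA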
SUMO HTRF inh: inhibitors of in vitro SUMOylation cascade, primary screen, biochemical, HTRF, uHTS; inhibition, % at 35 µM; AID 2006, 2009; hit rate 0.36% among 290,000; HTRF SUMOylation assay, SAE1/SAE2 + UBC9; in the data active = inhibition above about 50%, passing the limit was not always enough; also: strong numbers were not always called active
Target sequence (P63279 whole entry, looked up): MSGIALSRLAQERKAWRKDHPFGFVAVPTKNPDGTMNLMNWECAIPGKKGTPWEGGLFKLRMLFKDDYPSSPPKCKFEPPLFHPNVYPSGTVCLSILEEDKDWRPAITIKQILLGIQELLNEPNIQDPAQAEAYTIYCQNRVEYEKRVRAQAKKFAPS
p-CIP stab down: p/CIP-EGFP fusion destabilizers, primary screen, fluorescence, F442A cells; Q05BA5; 16 h; decrease of EGFP signal, % at 10 µM; hit rate 0.01% among 290,000; AID 1984, 2009;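 active = EGFP signal decrease of at least 30% at 10 µM or well 3 SD below plate mean, unless failing retest; inactive = the rest, including hits failing retest or dose response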; also: some compounds called inactive have numbers as strong as hits; many of its hits are not listed in these tables
PHOSPHO1 inh: PubChem AID 1565 | Phosphoethanolamine/phosphocholine phosphatase (Homo sapiens), Q8TCT1 | recombinant PHOSPHO1, absorbance phosphatase assay | inhibition, % at 13.3 µM | hit rate 1.1% among 290,000; in the data active = inhibition above about 60%
Target sequence (Q8TCT1 whole entry, looked up): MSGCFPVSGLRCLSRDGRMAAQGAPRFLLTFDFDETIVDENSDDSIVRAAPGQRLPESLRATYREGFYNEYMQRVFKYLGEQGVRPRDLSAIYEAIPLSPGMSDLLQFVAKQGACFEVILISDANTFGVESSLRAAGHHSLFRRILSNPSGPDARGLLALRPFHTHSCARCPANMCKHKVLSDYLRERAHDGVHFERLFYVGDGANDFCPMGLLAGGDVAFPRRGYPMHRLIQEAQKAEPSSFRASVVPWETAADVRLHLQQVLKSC
IDE act: human IDE activators in live cells, primary screen, fluorescence polarization, HEK cells, FAbeta-B substrate; FAbeta-B cleavage; 0% vehicle, 100% cell-free pure enzyme wells; activation, % at 5.96 µM; hit rate 0.073% among 340,000; AID 493087, 2011;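 active = activation above the mean of all tested compounds plus 3 SD, set per screening campaign, cut at about 17% in these data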
VIM-2 inh: VIM-2 metallo-beta-lactamase inhibitors, primary screen, biochemical, epi-absorbance readout, Pseudomonas aeruginosa enzyme; purified VIM-2, nitrocefin hydrolysis, epi-absorbance fluorescence; inhibition, % at 5.6 µM; hit rate 0.89% among 290,000; AID 1527, 2009;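 active = inhibition above the mean of all tested compounds plus 3 SD, cutoff set per screening run, cut at about 7.5% in these data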;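 also: red hydrolysis product quenches plate fluorescence so inhibitors raise well fluorescence; 0% = enzyme with DMSO and 100% = DMSO without enzyme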
HCV NS3 hel inh: inhibitors of HCV NS3 helicase, primary screen, biochemical, Cy5 molecular beacon fluorescence; inhibition, % at 10.9 µM; NS3 helicase DNA unwinding; hit rate 0.56% among 290,000; Hepatitis C virus NS3 helicase;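 active = inhibition above the mean of all tested compounds plus 3 SD, set per campaign, cut at about 35% in these data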;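 also: 0% = DMSO wells and 100% = thioflavine S control wells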
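Test system: hepatitis C virus NS3 helicase domain fragment enzyme. Also added: annealed dual-labelled DNA beacon duplex, ATP-started. Timing: 60 min unwinding reaction at 25 °C after ATP addition. Technique: Cy5 fluorescence. Measure: % inhibition of unwinding.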
MEKK3 PB1 HTS: modulators of MEKK3-MEK5 PB1 binding, primary screen, biochemical, wildtype MEKK3, multiplex bead flow cytometry, Alexa488-MEK5; binding response (% of control), % at 10 µM; hit rate 1.4% among 290,000; Mitogen-activated protein kinase kinase kinase 3 (Homo sapiens), Q99759; bead-based flow cytometry, Alexa488-MEK5 binding to MEKK3; actives lie on both sides; 0 = blocked by unlabeled MEK5, 100 = vehicle;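 active = binding response more than 3 SD above or below the average of its plate-row segment, actives on both sides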;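 also: Alexa488 bead fluorescence after subtracting the streptavidin-only scavenger bead signal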
Target sequence (Q99759 whole entry, looked up): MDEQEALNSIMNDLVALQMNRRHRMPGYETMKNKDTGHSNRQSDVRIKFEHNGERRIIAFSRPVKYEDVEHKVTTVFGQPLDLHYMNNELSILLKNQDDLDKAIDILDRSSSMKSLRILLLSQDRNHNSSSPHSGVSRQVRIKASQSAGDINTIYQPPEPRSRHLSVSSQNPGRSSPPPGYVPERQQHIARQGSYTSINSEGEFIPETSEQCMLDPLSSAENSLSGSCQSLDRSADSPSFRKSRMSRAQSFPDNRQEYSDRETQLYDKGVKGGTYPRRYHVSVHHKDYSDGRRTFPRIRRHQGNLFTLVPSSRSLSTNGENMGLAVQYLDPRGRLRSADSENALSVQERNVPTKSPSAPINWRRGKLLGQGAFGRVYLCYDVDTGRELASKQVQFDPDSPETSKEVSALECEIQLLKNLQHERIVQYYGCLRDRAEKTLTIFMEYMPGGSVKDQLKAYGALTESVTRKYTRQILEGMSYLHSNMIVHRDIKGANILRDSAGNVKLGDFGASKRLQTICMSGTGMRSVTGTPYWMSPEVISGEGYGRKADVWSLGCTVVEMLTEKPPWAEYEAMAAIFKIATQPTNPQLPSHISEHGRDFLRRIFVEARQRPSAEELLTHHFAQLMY
IMP-1 inh: IMP-1 metallo-beta-lactamase inhibitors, primary screen, biochemical, epi-absorbance readout, Pseudomonas aeruginosa enzyme; AID 1556, 2009; purified IMP-1, nitrocefin hydrolysis, epi-absorbance fluorescence; hit rate 0.45% among 290,000; inhibition, % at 5.6 µM;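 active = inhibition above the mean plus 3 SD of all compounds in the same screening run, cut at about 4.5% in these data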;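 also: 0% = IMP-1 with DMSO and 100% = DMSO wells lacking enzyme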
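system = purified recombinant IMP-1 beta-lactamase | amount = 0.2 nM IMP-1, as dispensed | medium = HEPES buffer pH 7.1 with ZnSO4 and Brij 35 | times = 25 °C, 15 min preincubation, 25 min reaction | detection = plate fluorescence quenching by hydrolysis product, ex 480/em 530 nm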
* marks the source's active call; other numbers are inactive results; · = no result given.

Fields: FID counter	SUMO HTRF inh	p-CIP stab down	PHOSPHO1 inh	IDE act	VIM-2 inh	HCV NS3 hel inh	MEKK3 PB1 HTS	IMP-1 inh
CC1CCCCN1C(=O)CCS(=O)(=O)c1cccc2nonc12 (configuration not stated)
  3.2	10.0	-4.6	16.2	5.9	-0.3	-20.9	97.0	-2.6
COc1cc(/C=C/C(=O)Oc2coc(CSc3ncccn3)cc2=O)cc(OC)c1OC
  -1.2	7.8	14.2	-22.9	6.4	-2.4	3.3	117.0	-3.2
COc1ccc(-c2[nH]ncc2CN(C)CCCN2CCOCC2)cc1F
  4.7	17.4	-7.7	23.9	2.4	-1.8	-4.8	106.0	-0.9
CCc1cc(Br)ccc1NC(=O)C1CCCO1 (configuration not stated)
  -5.4	-1.8	-1.6	8.2	1.1	-1.2	2.5	90.0	-6.9
O=C(Nc1ccc(Cl)c(Cl)c1)Nc1cc(S(=O)(=O)N2CCOCC2)ccc1N1CCCC1
  3.5	-18.7	-4.1	-40.0	1.6	-0.2	-9.2	94.0	-0.5
Cc1ccc(NCCCCO)cc1C
  -3.8	-8.7	-13.3	38.7	6.3	2.6	-10.6	95.0	0.5
COc1ccc(C2CCCN2C(=S)Nc2c(C)cccc2C)cc1OC (configuration not stated)
  -17.8	11.8	15.0	-0.7	-1.9	-0.4	-8.9	68.0	-0.5
CCOC(=O)c1ccc(S(=O)(=O)NC2CC2)cc1
  -7.5	-1.3	4.0	10.3	2.9	-1.7	0.2	101.0	-2.2
CCOc1ccc(S(=O)(=O)n2nnc3ccccc32)cc1C
  0.5	-2.5	-0.5	8.2	·	0.1	-2.9	102.0	-4.3
CCCCCCCN1C2=NCCN2c2ccccc21
  11.0	4.2	-3.1	-5.9	0.1	-1.2	-12.3	105.0	-1.3
CN(C)S(=O)(=O)c1cccc(C(=O)NC2CCSc3ccccc32)c1 (configuration not stated)
  -23.3	-17.0	0.4	14.7	3.6	-0.4	-2.0	89.0	-0.4
C/C(=N\NC(=O)Cc1ccc(F)cc1)c1ccc(F)cc1
  -10.2	0.4	2.0	2.1	-3.3	-5.8	1.1	98.0	-3.0
Nc1nc(N2CCN(c3ccc(Cl)cc3)CC2)n[nH]1
  -3.4	16.3	1.5	41.2	6.0	0.7	-5.7	102.0	-0.7
O=S1(=O)CCC(NC(=S)N2CCOCC2)C1 (configuration not stated)
  -0.2	11.0	-35.6	-8.1	0.7	-0.7	-4.8	98.0	-3.3
O=C(CN1C(=O)/C(=C\c2cccc(Cl)c2)Sc2ccccc21)NCCCN1CCOCC1
  42.8*	9.6	-8.1	29.3	0.3	2.9	-48.1	105.0	2.0
O=C(Cc1ccc(Cl)c(Cl)c1)Nc1ccccc1N1CCCC1
  -30.8	-16.4	1.0	36.0	-0.2	1.0	3.7	99.0	0.4
CCn1c(=O)c(C(=O)NCCCc2ccccc2)c(O)c2ccccc21
  -12.0	-1.7	-2.6	34.0	2.6	-3.0	14.7	97.0	-2.0
CSc1nsc(N/N=C/c2ccc3c(c2)OCO3)c1C#N
  9.4	8.9	-4.7	4.5	-2.2	-0.6	23.0	112.0	-6.8
CCOC(=O)Cc1csc(NC(=S)NC(=O)c2cc(OC)cc(OC)c2)n1
  -0.9	-13.3	0.7	-60.3	0.2	-1.4	-16.4	102.0	-2.8
NC(=O)c1ccccc1NC(=O)CN1CCOCC1
  3.2	-1.5	-9.8	-6.9	5.1	-0.3	1.4	103.0	-1.3
N=C(N)SCc1cn2ccccc2n1
  -0.4	-15.1	-3.4	-23.9	-2.7	0.1	-9.0	102.0	-3.1
O=C(c1c(Cl)cccc1Cl)N1CCN(c2cccc3[nH]ccc23)CC1
  -11.8	15.1	2.3	38.0	10.3	0.1	-14.2	70.0	-1.7
CCCCN(C)C1CCN(C(=S)Nc2cccc(OC)c2)CC1
  8.4	11.6	2.3	-22.7	4.3	0.1	4.6	101.0	0.3
CN(CC(=O)Nc1ccc([N+](=O)[O-])cc1Br)Cc1c(F)cccc1Cl
  0.9	3.8	-18.0	32.7	5.4	-3.0	0.9	99.0	-4.0
CCOC(=O)CC(C(=O)OCC)P(=O)(c1ccccc1)c1ccccc1 (configuration not stated)
  -12.8	5.0	-18.2	8.7	5.3	-7.5	-1.1	97.0	-2.6
Cc1ccsc1C(=O)OCC(=O)Nc1c(C)n(C)n(-c2ccccc2)c1=O
  -1.7	-7.1	-8.6	-5.2	0.5	-1.6	14.9	81.0	-2.3
COc1ccc2cc(C(=O)OC(C)C)sc(=O)c2c1OC
  -6.8	-3.8	4.2	-5.8	2.7	-1.6	6.9	109.0	-1.5
COc1ccc(C2(C(=O)N3CCCC3)CCOCC2)cc1OC
  -0.4	12.3	-14.6	6.3	2.9	-1.6	2.8	96.0	-3.2
O=C(N/C(=C\c1ccc([N+](=O)[O-])cc1)C(=O)N1CCCCC1)c1ccccc1Br
  -15.6	-11.6	6.4	-20.2	1.6	-0.8	6.4	100.0	0.5
COc1ccc(Cl)cc1-c1nc(SCC(N)=O)n[nH]1
  -6.3	3.8	-15.5	27.3	3.2	2.9	-1.6	93.0	-0.8
COc1cccc(/C=N/NC(=O)C(=O)Nc2ccccc2OC(F)(F)C(F)F)c1O
  -12.6	24.6	-2.2	7.1	4.3	-1.2	0.2	101.0	-1.3
O=C(NC(Cc1ccccc1)c1nc2ccccc2[nH]1)c1cccc([N+](=O)[O-])c1 (configuration not stated)
  6.0	25.1	-10.3	34.3	7.1	-3.9	-2.4	107.0	-3.0
Cc1ccc(N=Nc2c(=O)[nH]n3c(C)cc(C)nc23)cc1
  -0.9	-17.2	3.1	7.1	0.3	-5.6	-1.1	·	-3.9
CC1CCN(C(C)C(=O)Nc2ccccc2-c2ccccc2)CC1 (configuration not stated)
  1.7	-8.5	-2.9	24.4	0.9	-3.1	-2.9	97.0	-2.4
CC(C)c1nc(SCC(=O)Nc2nccs2)c2ccccc2n1
  -18.9	-10.5	0.0	32.0	-2.7	-1.5	-9.7	101.0	-2.0
O=C1C(=O)N(CCCn2ccnc2)C(c2ccc(Br)cc2)/C1=C(\O)c1ccc2c(c1)OCCO2 (configuration not stated)
  -53.1	-1.9	-1.9	35.2	9.0	-3.8	0.4	105.0	-5.3
Cc1ccc(SCCNC(=O)/C=C/c2ccc(Cl)cc2)cc1
  -3.2	3.2	-3.0	-1.1	4.1	-3.2	-7.6	103.0	-0.2
COC(=O)c1sc(NC(=O)C2c3ccccc3Oc3ccccc32)c(C(=O)OC)c1C
  -2.8	7.4	-16.9	-26.5	3.2	0.2	-0.1	103.0	0.0
Cc1[nH]c2ccccc2c1C(=O)C(=O)N1CC=C(c2ccccc2)CC1
  -7.4	-4.3	-18.7	0.3	-25.0	-0.9	4.3	88.0	-4.1
COc1ccc(N2CC(O)=C(c3nc(-c4ccc(F)cc4)cs3)C2=N)cc1Cl
  -1.3	-0.2	4.3	35.9	0.1	-3.6	-5.8	104.0	-4.1
CC(C)c1ccc(NC(=O)C[n+]2ccn(C3=C([O-])c4ccccc4C3=O)c2)cc1
  9.8	57.2	-7.3	8.8	-0.2	-1.8	4.3	100.0	0.0
O=S(=O)(/C=C/c1ccccc1)NC1CCCCCC1
  -20.1	-9.6	-9.2	24.9	·	-2.6	-4.3	97.0	-2.6
CCn1c(CNC(=O)c2ccccc2F)nnc1SCC(=O)NC1CCCCC1
  -9.6	22.9	-25.4	23.0	2.8	-4.0	10.8	96.0	-0.3
NNC(=O)c1snnc1-c1ccccc1
  -5.0	10.8	3.4	22.6	1.5	-2.1	11.9	92.0	-2.7
N#CC(C#N)=C1C=CC=CN1/C(=C\c1ccco1)C(=O)c1ccc(Br)cc1
  4.4	-7.0	-29.9	9.1	-9.0	-3.2	5.4	137.0*	-0.8
NS(=O)(=O)c1ccc(CCNC(=O)CNCCc2ccc(C(F)(F)F)cc2)cc1
  9.0	11.6	-4.2	31.3	-2.9	-1.9	-14.2	103.0	-1.7
CCOC(=O)C1CCN(C(=O)c2ccccc2NS(=O)(=O)c2ccc(F)cc2)CC1
  -27.6	-3.4	-2.0	-6.8	2.9	-0.6	5.0	98.0	-1.5
CCCCNC(=O)C(=O)NCc1ccncc1
  -4.1	11.6	-2.1	15.9	·	0.9	-0.7	101.0	-1.1
O=C(CC1S/C(=N/N=C/c2cccs2)NC1=O)Nc1ccc(Cl)c(Cl)c1 (configuration not stated)
  -1.1	30.7	-6.7	8.4	5.8	-3.0	2.2	99.0	-2.2
CCn1ccnc1CNC(=O)C1CCC(=O)N(Cc2ccccc2F)C1 (configuration not stated)
  -3.0	8.9	13.9	17.6	3.6	-2.5	-9.1	100.0	-1.2

Given with tabs: two of the compounds above
SMILES	FID counter	SUMO HTRF inh	p-CIP stab down	PHOSPHO1 inh	IDE act	VIM-2 inh	HCV NS3 hel inh	MEKK3 PB1 HTS	IMP-1 inh
CCCCNC(=O)C(=O)NCc1ccncc1	-4.1	11.6	-2.1	15.9	·	0.9	-0.7	101.0	-1.1
O=C(CC1S/C(=N/N=C/c2cccs2)NC1=O)Nc1ccc(Cl)c(Cl)c1 (configuration not stated)	-1.1	30.7	-6.7	8.4	5.8	-3.0	2.2	99.0	-2.2

Following part:
Fields: FID counter	SUMO HTRF inh	p-CIP stab down	PHOSPHO1 inh	IDE act	VIM-2 inh	HCV NS3 hel inh	MEKK3 PB1 HTS	IMP-1 inh
COc1cc(-c2nc3ccc4ccccc4c3c3c2CCC3)cc(OC)c1O
  -11.8	-0.5	2.4	-17.6	3.6	-3.0	-10.6	101.0	-3.2
COc1ccc(CNC(=O)N2CCN(c3cccc(Cl)c3)CC2)cc1OC
  -35.2	1.2	-14.9	43.3	-0.6	0.3	-7.5	101.0	-0.3
Cc1c(CN2CCC(n3nccc3NC(=O)C3CC3)CC2)[nH]c2ccccc12
  -0.3	5.4	0.1	5.1	0.7	-5.3	-8.8	102.0	-2.7
O=C1CCCN1CCC1CCN(C(=O)Nc2ccccc2)CC1
  -2.0	7.7	0.5	-1.2	-3.7	-3.1	0.8	98.0	-2.6
CCN(C(=O)N1CCOCC1)c1ccccc1C
  -2.4	7.5	4.6	44.9	6.2	-0.9	6.2	103.0	-2.7
COc1cccc(CNC(=O)CCn2c(=O)c3cccn3c3cccnc32)c1
  -15.5	-3.1	-4.0	15.9	3.7	-0.3	7.4	103.0	0.4
CCCCCCCCCCn1ccc(=N)cc1
  18.0	12.1	-8.3	-7.0	-1.4	-3.4	-77.5	125.0	-2.9
O=C(Cn1cnc2c(cnn2-c2ccccc2)c1=O)Nc1cc(S(=O)(=O)N2CCOCC2)ccc1Cl
  -9.5	-3.5	6.2	2.4	2.1	-3.5	-1.2	85.0	-2.4
COc1cc(C)c(CN2CCSCC2)cc1C
  -3.6	18.6	-13.7	-2.6	-1.3	-3.8	-8.2	103.0	-1.9

These rows are one share of the data; rates above refer to the full screens.
